Pemphigus Ab inh: inhibitors of pemphigus antibody binding to DSG3, primary screen, biochemical, bead-based, flow cytometry, scFv-GFP. Desmoglein-3 (Homo sapiens), P32926. DSG3-coupled beads, scFv-anti-DSG3-GFP binding; stronger effect = lower value. binding (percent of control), % at 10 µM. actives 0.48% (n = 310,000);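 active means binding more than 3 SD below its plate's average and above zero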;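 further: hits lower antibody fragment binding to DSG3; some compounds called inactive have numbers as strong as hits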
SR-BI DiI inh: inhibitors of SR-BI mediated HDL lipid uptake, primary screen, ldlA[mSR-BI] cells, fluorescence, single point; actives 0.96% (n = 320,000); Scavenger receptor class B member 1 (Mus musculus), Q61009; ldlA[mSR-BI] CHO cells, DiI-HDL uptake fluorescence, 3 h; inhibition, % at 12.5 µM;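 active means mean replicate inhibition of at least 70% and a set share of replicates each scoring 70 or more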;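 further: 0% = median of neutral control wells and 100% = median of positive control wells; values of inactives mirror those of a sister screen read the other way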
Target sequence (Q61009 whole entry, looked up): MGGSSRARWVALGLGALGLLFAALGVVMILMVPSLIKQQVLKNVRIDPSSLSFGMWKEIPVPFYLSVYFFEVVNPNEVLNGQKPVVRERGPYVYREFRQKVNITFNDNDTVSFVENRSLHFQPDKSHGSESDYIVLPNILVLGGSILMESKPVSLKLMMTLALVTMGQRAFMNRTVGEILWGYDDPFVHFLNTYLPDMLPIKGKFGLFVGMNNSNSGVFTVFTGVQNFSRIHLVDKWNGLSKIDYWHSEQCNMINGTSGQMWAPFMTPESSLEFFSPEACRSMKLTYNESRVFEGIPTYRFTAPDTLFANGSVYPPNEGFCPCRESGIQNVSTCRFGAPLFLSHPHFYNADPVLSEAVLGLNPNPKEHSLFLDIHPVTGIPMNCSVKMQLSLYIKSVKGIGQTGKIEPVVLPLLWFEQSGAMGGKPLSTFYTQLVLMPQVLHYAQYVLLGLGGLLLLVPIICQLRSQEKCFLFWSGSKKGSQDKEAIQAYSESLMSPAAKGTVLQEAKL
SUMO Mot1 rescue: yeast Mot1-301 growth rescue at high temperature, primary screen, SUMOylation pathway inhibitor project, S. cerevisiae, ATP luminescence, 38.5C; S. cerevisiae Mot1-301 growth rescue; percent above DMSO median, 100 means doubled; growth rescue, % at 18.8 µM; actives 1% (n = 320,000);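 active means every valid replicate shows activation above 250% relative to neutral control wells; inactive means the rest, any valid replicate at or below 250%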;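 further: OY570 slx delta 5 strain wells were the positive control but not used for scaling; some compounds called inactive have numbers as strong as hits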
dFosB act: activators of delta FosB homodimer, primary screen, biochemical, fluorescence polarization, TAMRA-CDK5 oligo, single point. purified delta FosB; percent of positive-control signal above neutral wells. actives 0.99% (n = 340,000). Protein FosB (Mus musculus), P13346. activation, % at 25 µM;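 active means mean activation above about 17%, with every replicate also reaching it, limit read from the data, passing the limit was not always enough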;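 further: fluorescence polarization rise as delta FosB binds a TAMRA Cdk5 AP-1 oligo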
CDK5 inh: inhibitors of human CDK5/p35 kinase, primary screen, biochemical, single concentration | Cyclin-dependent kinase 5 (Homo sapiens) + Cyclin-dependent kinase 5 activator 1 (Homo … | Recombinant CDK5/p35, ADP-Glo luminescence, 60 min | inhibition, % at 10 µM | actives 0.01% (n = 330,000);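 active means highest replicate inhibition of at least 50% and at least 75% of replicates reaching 50%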;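 further: plate controls were DMSO neutral control for no effect and GW8510 at 10 µM for full effect; many of its hits are not listed in these tables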
PKA-R1A act: activators of PKA-R1A holoenzyme, primary screen, biochemical, fluorescence polarization, Cy5-IP20, bovine R1A, mouse PKAc | cAMP-dependent protein kinase type I-alpha regulatory subunit (Bos taurus) + … | PKA-R1A dissociation; scaled: DMSO 0%, 113 µM cGMP 100% | activation, % at 11.4 µM | actives 0.083% (n = 340,000);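 active means percent activation above the mean of all tested compounds plus 3 SD, cut at about 19% in these data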;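 further: higher means more PKAc released from R1A so a rise in polarization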
NSD2 inh: NSD2 histone methyltransferase inhibitors, primary screen, biochemical, AlphaScreen, single concentration, set 2; NSD2 peptide methylation, 120 min; inhibition, % at 12.5 µM; Histone-lysine N-methyltransferase NSD2 (Homo sapiens), O96028; actives 0.54% (n = 310,000); in the data active means inhibition above about 50%
MITF act: activators of MITF-driven TRPM1 promoter reporter, primary screen, cell-based, SK-MEL-5, luciferase, single point; AID 588334, 2011; activation, % at 12.5 µM; SK-MEL-5 TRPM1-promoter luciferase, 24 h; % of positive control, neutral wells = 0; actives 0.75% (n = 300,000);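 active means mean activation of at least 80% with every replicate also reaching 80%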;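 further: 0% = neutral control wells and 100% = parthenolide positive control wells; values of inactives mirror those of a sister screen read the other way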
Arrestin-AP2 inh: inhibitors of beta-arrestin/AP2 binding, primary screen, biochemical, GPCR trafficking, flow cytometry; actives 0.31% (n = 340,000); AID 504490, 2011; FITC-arrestin peptide / GST-AP2 beads; AP2 beta2 appendage carries R879A mutation; inhibition, % at 10 µM; beta-arrestin 1 C-terminal peptide binding to AP2 beta2-adaptin appendage (human);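 active means inhibition above a set limit, near 3 SD of compounds lacking own fluorescence, cut at about 54% in these data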;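 further: plate controls were DMSO wells for no effect and 5 µM unlabelled arrestin peptide for full effect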
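System: GST-tagged AP2 beta2-adaptin appendage (R879A) on 4 µm glutathione beads / Reagent: FITC-arrestin peptide, 50 nM / Detection: HyperCyt-sampled flow cytometry, FL1 channel, ex 488/em 535 nm / Timing: 12 min plus 1 h, RT / Buffer or medium: PBS plus Tween 20 (0.05%) and BSA (0.1%)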
SR-BI DiI-HDL act: activators of SR-BI mediated DiI-HDL uptake, primary screen, ldlA[mSR-BI] CHO cells, DiI fluorescence; 3 h; 100 = double the neutral-control signal; activation, % at 12.5 µM; actives 0.096% (n = 320,000);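 active means mean replicate activation of at least 60% and every replicate at or above 60%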;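 further: 0% = median plate neutral-control signal and 100% = twice that signal; values of inactives mirror those of a sister screen read the other way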
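Assay system: LDL receptor-deficient CHO ldlA cells overexpressing murine SR-BI / Medium: BSA-supplemented, HEPES-buffered Ham's F12, pH 7.4 / Probe or stimulus: DiI-labelled HDL at 10 µg/mL final / Timing: compound with DiI-HDL co-incubation, 3 h at 37 °C / Technique: bottom-read cell fluorescence after medium removal, ex 550/em 595 nm / Measure: HDL uptake via cellular fluorescence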
PKA-R2B activ: activators of PKA-R2B holoenzyme, primary screen, biochemical, fluorescence polarization, Cy5-IP20, human; cAMP-dependent protein kinase catalytic subunit beta (Homo sapiens) + cAMP-dependent …; PKA-R2B holoenzyme dissociation; R2B truncated from residue 108, S112A mutant; 0% DMSO only, 100% 113 µM cGMP; activation, % at 11.4 µM; actives 0.079% (n = 340,000);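 active means activation above a cutoff set at the mean over all compounds plus 3 SD, cut at about 18% in these data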;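 further: higher means more holoenzyme dissociation and a rise in polarization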
Target sequence (P31323 whole entry, looked up, other chains not shown, the tested form may be a part): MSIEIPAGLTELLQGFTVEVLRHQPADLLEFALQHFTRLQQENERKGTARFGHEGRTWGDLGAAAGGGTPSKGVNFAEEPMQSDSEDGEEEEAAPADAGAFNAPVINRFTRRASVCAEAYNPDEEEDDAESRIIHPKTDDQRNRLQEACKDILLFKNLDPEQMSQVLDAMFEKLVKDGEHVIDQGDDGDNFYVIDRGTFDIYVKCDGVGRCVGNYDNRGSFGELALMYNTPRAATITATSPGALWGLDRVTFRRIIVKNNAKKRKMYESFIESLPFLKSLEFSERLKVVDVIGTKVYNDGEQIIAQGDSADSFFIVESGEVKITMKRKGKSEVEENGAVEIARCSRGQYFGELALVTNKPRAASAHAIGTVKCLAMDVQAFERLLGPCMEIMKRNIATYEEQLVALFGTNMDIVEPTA
* = called active by the depositor. Random draw from the library. Share with any hit: about 4.7%.

For COc1ccc(C(=O)Oc2ccc3oc(=O)sc3c2)cc1 the results were Pemphigus Ab inh 96, SR-BI DiI inh 14, SUMO Mot1 rescue -13, dFosB act 11, CDK5 inh -1.0, PKA-R1A act 2, NSD2 inh 0, Arrestin-AP2 inh -3, SR-BI DiI-HDL act -14 and PKA-R2B activ -12.
`COC(=O)CSc1nc(N2CCOCC2)c2c(c1C#N)CC(C)(C)OC2` gave Pemphigus Ab inh 99, SR-BI DiI inh -1, SUMO Mot1 rescue -20, dFosB act -8, CDK5 inh 1.1, PKA-R1A act 6, NSD2 inh 2, MITF act 2, Arrestin-AP2 inh 15, SR-BI DiI-HDL act 1 and PKA-R2B activ 3.
Screening CCOc1cc(/C=C/C(=O)OCC(=O)NCc2ccco2)cc(Cl)c1OC returned Pemphigus Ab inh 103, SR-BI DiI inh 5, SUMO Mot1 rescue -2, dFosB act -8, CDK5 inh -3.3, PKA-R1A act -2, NSD2 inh -1, MITF act -5, Arrestin-AP2 inh -4, SR-BI DiI-HDL act -5 and PKA-R2B activ 8.
Screening O=C(O)CSc1nccc2ccccc12 returned Pemphigus Ab inh 103, SR-BI DiI inh -13, SUMO Mot1 rescue 11, dFosB act 1, CDK5 inh 1.0, PKA-R1A act 0, NSD2 inh 2, MITF act 0, Arrestin-AP2 inh -2, SR-BI DiI-HDL act 13 and PKA-R2B activ 1.
Screening O=C(CCNC(=O)c1ccc([N+](=O)[O-])cc1)NCCCN1CCCC1=O returned Pemphigus Ab inh 98, SR-BI DiI inh 3, SUMO Mot1 rescue 8, dFosB act -3, CDK5 inh -2.0, PKA-R1A act -8, NSD2 inh -2, MITF act 10, Arrestin-AP2 inh 2, SR-BI DiI-HDL act -3 and PKA-R2B activ -8.
Screening Cc1cccc(NC(=O)CN(C2=NC3CS(=O)(=O)CC3S2)c2ccccc2F)c1 (centres undefined) returned Pemphigus Ab inh 112, SR-BI DiI inh -1, SUMO Mot1 rescue -12, dFosB act 4, CDK5 inh 0.3, PKA-R1A act 2, MITF act -4, Arrestin-AP2 inh 0, SR-BI DiI-HDL act 1 and PKA-R2B activ 1.
Screening O=C(c1cnn2ccccc12)N1CCc2ccccc21 returned Pemphigus Ab inh 99, SR-BI DiI inh 10, SUMO Mot1 rescue 2, dFosB act -8, CDK5 inh 1.4, PKA-R1A act 7, MITF act 92*, Arrestin-AP2 inh 23, SR-BI DiI-HDL act -10 and PKA-R2B activ 3.
For O=C(NCCN1CCN(c2cccc(Cl)c2)CC1)c1ccc(CSc2nc3ccncc3[nH]2)cc1 the results were Pemphigus Ab inh 96, SR-BI DiI inh 23, SUMO Mot1 rescue 39, dFosB act 10, CDK5 inh 0.4, PKA-R1A act -18, NSD2 inh 2, MITF act -5, Arrestin-AP2 inh -7, SR-BI DiI-HDL act -23 and PKA-R2B activ -3.
Screening O=C(O)c1cccc2c1C(=O)N(C1CCCCC1)C2 returned Pemphigus Ab inh 100, SR-BI DiI inh -24, SUMO Mot1 rescue 218, dFosB act 1, CDK5 inh 0.6, PKA-R1A act -8, MITF act -3, Arrestin-AP2 inh -2, SR-BI DiI-HDL act 24 and PKA-R2B activ -12.
Screening COc1ccc(NC(=O)CCNS(=O)(=O)c2cccc3nonc23)c(OC)c1 returned SR-BI DiI inh 0, SUMO Mot1 rescue 6, dFosB act 0, CDK5 inh -0.6, PKA-R1A act -6, NSD2 inh 0, MITF act -15, Arrestin-AP2 inh 0, SR-BI DiI-HDL act 0 and PKA-R2B activ -4.
`CCCN1CCN(CCCNC(=O)c2ccc3c(Cl)c4c(nc3c2)CCCC4)CC1` gave Pemphigus Ab inh 105, SR-BI DiI inh 1, SUMO Mot1 rescue 7, dFosB act -33, CDK5 inh 0.0, PKA-R1A act 1, NSD2 inh 22, MITF act -1, Arrestin-AP2 inh -12, SR-BI DiI-HDL act -1 and PKA-R2B activ 3.
COC(=O)CN(c1ccc(C)c(Cl)c1)S(C)(=O)=O was read as Pemphigus Ab inh 105, SR-BI DiI inh 12, SUMO Mot1 rescue -3, dFosB act -2, CDK5 inh 0.5, PKA-R1A act -4, NSD2 inh 6, MITF act 7, Arrestin-AP2 inh 5, SR-BI DiI-HDL act -12 and PKA-R2B activ -4.
Screening CC(C(=O)NCc1cccc(Cl)c1)N1C(=O)c2ccccc2C1=O (centres undefined) returned Pemphigus Ab inh 119, SUMO Mot1 rescue 11, dFosB act 2, CDK5 inh 0.8, PKA-R1A act -5, NSD2 inh -2, MITF act 2, Arrestin-AP2 inh -14 and PKA-R2B activ -8.
Screening CC(C)(C)C1CCc2onc(C(=O)Nc3ccc(F)cc3F)c2C1 (centres undefined) returned Pemphigus Ab inh 105, SR-BI DiI inh 4, SUMO Mot1 rescue -13, dFosB act -1, CDK5 inh -5.6, PKA-R1A act -5, NSD2 inh -6, MITF act 38, Arrestin-AP2 inh 4, SR-BI DiI-HDL act -4 and PKA-R2B activ 3.
`CCCOc1ccc(C(CC(=O)O)NC(=O)C23CC4CC(CC(C4)C2)C3)cc1` (centres undefined) gave Pemphigus Ab inh 94, SR-BI DiI inh -13, SUMO Mot1 rescue 5, dFosB act 6, CDK5 inh -0.6, PKA-R1A act 7, NSD2 inh -2, MITF act 0, Arrestin-AP2 inh 3, SR-BI DiI-HDL act 13 and PKA-R2B activ 7.
For Cc1ccc2c(c1)Sc1ccccc1CC2=O the results were SR-BI DiI inh 24, SUMO Mot1 rescue 79, dFosB act 3, CDK5 inh 2.0, PKA-R1A act -6, NSD2 inh -1, MITF act -2, Arrestin-AP2 inh -1, SR-BI DiI-HDL act -24 and PKA-R2B activ -8.
CC(C)(C)c1ccc(C(=O)NNc2cc(Cl)cc(Cl)c2)cc1 was read as SR-BI DiI inh 15, SUMO Mot1 rescue -14, dFosB act 2, CDK5 inh -0.4, PKA-R1A act -8, NSD2 inh -1, Arrestin-AP2 inh -1, SR-BI DiI-HDL act -15 and PKA-R2B activ -11.
Screening COc1cnc(-c2ccccn2)nc1Sc1ccccc1Cl returned Pemphigus Ab inh 106, SR-BI DiI inh -2, dFosB act -4, CDK5 inh 6.7, PKA-R1A act -13, NSD2 inh 0, MITF act -19, Arrestin-AP2 inh 3, SR-BI DiI-HDL act 2 and PKA-R2B activ -10.
Screening CC1CCCCN1C(=O)CSc1nnc(-c2ccco2)n1C (centres undefined) returned Pemphigus Ab inh 112, SUMO Mot1 rescue 6, dFosB act -3, CDK5 inh -0.8, PKA-R1A act -3, NSD2 inh -5, Arrestin-AP2 inh 6 and PKA-R2B activ 8.
For O=C(c1ccc2ccccc2c1)c1c[nH]cc1-c1ccccc1 the results were SR-BI DiI inh 9, SUMO Mot1 rescue -24, dFosB act -11, CDK5 inh 0.5, PKA-R1A act -2, NSD2 inh -3, MITF act 16, Arrestin-AP2 inh 9, SR-BI DiI-HDL act -9 and PKA-R2B activ 8.
For CCOC(=O)c1c(NC(=O)C[n+]2ccc(Cc3ccccc3)cc2)sc(C)c1C the results were Pemphigus Ab inh 85, SR-BI DiI inh 34, SUMO Mot1 rescue -13, dFosB act 2, CDK5 inh 1.7, PKA-R1A act -1, MITF act -30, Arrestin-AP2 inh -4, SR-BI DiI-HDL act -34 and PKA-R2B activ -5.
For CC(=O)N1CC=C2C(C#N)=C(N)C(C#N)(C#N)C(C)C2C1 (centres undefined) the results were Pemphigus Ab inh 101, SR-BI DiI inh -7, SUMO Mot1 rescue 0, dFosB act 2, CDK5 inh 1.6, PKA-R1A act 1, NSD2 inh 2, MITF act 2, Arrestin-AP2 inh 12, SR-BI DiI-HDL act 7 and PKA-R2B activ 2.
CCOC(=O)C1(Cc2ccc(Cl)cc2)CCN(CCCn2cccn2)CC1 was read as Pemphigus Ab inh 102, SR-BI DiI inh -16, SUMO Mot1 rescue 5, dFosB act -6, CDK5 inh 0.5, PKA-R1A act -2, NSD2 inh -3, MITF act -1, Arrestin-AP2 inh -7, SR-BI DiI-HDL act 16 and PKA-R2B activ -4.

In the list so far, these have a furan ring, fused or not.
Screening CCOc1cc(/C=C/C(=O)OCC(=O)NCc2ccco2)cc(Cl)c1OC returned Pemphigus Ab inh 103, SR-BI DiI inh 5, SUMO Mot1 rescue -2, dFosB act -8, CDK5 inh -3.3, PKA-R1A act -2, NSD2 inh -1, MITF act -5, Arrestin-AP2 inh -4, SR-BI DiI-HDL act -5 and PKA-R2B activ 8.
Screening CC1CCCCN1C(=O)CSc1nnc(-c2ccco2)n1C (centres undefined) returned Pemphigus Ab inh 112, SUMO Mot1 rescue 6, dFosB act -3, CDK5 inh -0.8, PKA-R1A act -3, NSD2 inh -5, Arrestin-AP2 inh 6 and PKA-R2B activ 8.
